High-throughput results: PubChem, National Center for Advancing Translational Sciences (NCATS)
PTAP TSG101 blk: blocks PTAP/TSG101 interaction to inhibit HIV-1 budding | 340,000 tested, under 10 active | Potency, µM (doses to about 115 µM), inactives show at the top dose activity change, negative = inhibition, hits mostly inhibitors | Q99816 | Fluorescence polarization, FITC-PTAP peptide / Tsg101 binding; active = well fitted inhibition curve with a large enough effect in the main read-out, with a control signal flat, not every such curve was filed as active; inconclusive = small, poorly fitted or top-dose-only effect, or effect the other way, or a change in a side signal; inactive = no such curve, though single readings can be large or run the other way; note: potency is the fitted concentration of half-maximal effect; % of control where 0% means no effect
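FP read-out: FITC-PTAP peptide, 50 nM final, binding Tsg101 binding domain, 10 uM final; 20 min, r.t.; 10 mM HEPES pH 7.5, 0.15 M NaCl, 0.01% Tween 20, 3 mM EDTA, 0.1 mM TCEP.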
USP2a block: inhibitors of human ubiquitin-specific protease USP2a. USP2 core, Ub-CHOP2 coupled fluorogenic reporter, 485/531. 330,000 tested, 0.01% active. Potency, µM (series often up to 38.3 µM), for inactives: top-dose activity change, negative = inhibition, usual class: inhibitors. AID 463254. O75604;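 note: potency is the fitted concentration of half-maximal effect; plate controls were DMSO wells for no effect and full inhibition by NEM control for full effect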
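Cell-free coupled assay: 10nM USP2 core preincubated 30min RT with compound in Tris-HCl pH 8.0/CaCl2/CHAPS buffer, then 25nM Ub-CHOP2 and 25nM reporter substrate; fluorescence (Ex 485/Em 531) read after 60min RT, normalized to NEM inhibition, concentration-response curves fitted.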
TSHR antagonist: blocks TSH signaling through the human TSH receptor. TSHR-expressing cells, TSH-stimulated cAMP HTRF, 2 h; hits give low values. activity change, negative = inhibition, % at 11.5 µM. 330,000 tested, 0.2% active. AID 504810;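 active = activity change below a set negative limit, meaning inhibition stronger than a set level, cut at about -70% in these data; inconclusive = activity change between two set negative limits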; note: % is set by controls: 0 for no effect and ±100 for the full control effect
Target sequence (P16473 whole entry, looked up): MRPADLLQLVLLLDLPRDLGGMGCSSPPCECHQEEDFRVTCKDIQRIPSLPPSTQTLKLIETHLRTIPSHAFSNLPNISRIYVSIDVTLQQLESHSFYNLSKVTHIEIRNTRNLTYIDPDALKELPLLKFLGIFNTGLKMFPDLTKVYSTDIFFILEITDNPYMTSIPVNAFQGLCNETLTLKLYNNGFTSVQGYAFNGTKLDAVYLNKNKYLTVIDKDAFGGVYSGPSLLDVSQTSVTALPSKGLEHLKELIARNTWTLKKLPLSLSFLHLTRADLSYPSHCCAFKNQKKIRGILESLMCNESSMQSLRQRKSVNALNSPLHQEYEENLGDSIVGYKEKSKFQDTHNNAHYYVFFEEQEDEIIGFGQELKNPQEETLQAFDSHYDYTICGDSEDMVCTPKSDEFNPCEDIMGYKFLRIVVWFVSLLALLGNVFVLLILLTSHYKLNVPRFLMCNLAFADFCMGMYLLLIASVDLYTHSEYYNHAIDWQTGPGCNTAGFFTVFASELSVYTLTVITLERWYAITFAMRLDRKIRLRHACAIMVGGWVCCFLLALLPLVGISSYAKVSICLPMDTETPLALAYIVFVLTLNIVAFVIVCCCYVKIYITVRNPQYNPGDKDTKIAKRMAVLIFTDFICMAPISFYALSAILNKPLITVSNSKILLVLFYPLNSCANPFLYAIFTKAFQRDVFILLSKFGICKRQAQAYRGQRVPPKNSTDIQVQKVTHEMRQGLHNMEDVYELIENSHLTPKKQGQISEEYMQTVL
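TSHR-expressing cells, 200/well, pre-treated with compound, then stimulated with EC80 TSH (4nM final) for 2 hours at 37 deg C. cAMP measured by competitive HTRF: anti-cAMP cryptate antibody in lysis buffer plus cAMP-d2, read after 30 minutes at room temperature.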
ELG1 repair inh: inhibitors of ELG1-dependent DNA repair in HEK293T cells; Potency, µM (highest dose often 46.1 µM), inactives show at the highest dose activity change, negative = inhibition, actives largely listed as inhibitors; 330,000 tested, 2.3% active; AID 504467; HEK293T ELG1-luciferase reporter, luminescence, 16 h; DNA damage induced by 5-fluorouridine; note: potency is the fitted concentration of half-maximal effect; % is set by controls: 0 for no effect and ±100 for the full control effect; nearly all actives have a fitted effect of over 55% in size
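Cells (2,000 per well) received 5-fluorouridine plus test compound or DMSO and were incubated 16 hr at 37 °C, 5% CO2. Luciferase activity was read by luminescence 30 min after ONE-Glo addition; signal suppression marked inhibition of damage-induced ELG1 function.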
Tb PFK inh: blocks T. brucei phosphofructokinase; O15648; T. brucei PFK, ADP-Glo luminescence; Potency, µM (titrated, usually from 57.5 µM), inactives show at the top dose activity, negative = inhibition, actives largely listed as inhibitors; 330,000 tested, 0.17% active;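 note: potency is the fitted concentration of half-maximal effect; 0% = uninhibited 1x PFK enzyme wells and -100% = no-enzyme wells; nearly all actives have a fitted effect of over 60% in size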
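Compounds were pin-transferred as a titration series up to 57 uM into substrate buffer (0.5 mM F6P, 0.1 mM ATP, pH 8.0), then 1.25 nM PFK was added and reactions ran 45 min before ADP-Glo detection.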
BCR signal inh: chronic active BCR signaling inhibition; AID 493014; ABC-DLBCL IkBa-CBG/CBR reporter, luminescence ratio, 4 h; 340,000 tested, 0.05% active; Potency, µM (titrated, usually from 46.1 µM), for inactives: at the highest dose ratio change, negative = lower green/red ratio, usual class: inhibitors; active = well fitted inhibition curve with a large enough effect in the signal ratio, with a control signal flat, not every such curve was filed as active; inconclusive = small, poorly fitted or top-dose-only effect, or effect the other way, or a change in a side signal; the % refers to the signal ratio;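 note: potency is the fitted concentration of half-maximal effect; plate controls were basal doxycycline-induced cells for no effect and cells given 10 µM MG132 for full effect; MG132 reads +100%, hits lower the ratio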
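Doxycycline induced both beetle luciferases in TMD8 lymphoma cells; IKK-driven degradation limits the IkappaBalpha-fused green signal, while red luminescence normalises for cell number and nonspecific effects. Compounds tested up to 46 uM, 4 hrs.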
B2AR arrestin: agonists driving beta-arrestin recruitment to human beta2-adrenergic receptor. AID 492947. Potency, µM (series often up to 46.1 µM), inactives show top-dose activation, actives largely listed as activators. beta-arrestin recruitment to beta2AR, cell-based reporter. 330,000 tested, 0.02% active. P07550;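 note: potency is the fitted concentration of half-maximal effect; 0% = DMSO controls and full agonism = EC100 isoproterenol or metaproterenol; nearly all actives have a fitted effect of over 65% in size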
Eya2 phos inh: blocks the phosphatase activity of human Eya2; recombinant Eya2, OMFP fluorescence dephosphorylation (OMFP is methylfluorescein phosphate); Potency, µM (top dose mostly 76.9 µM), inactives show at the highest dose activity, negative = inhibition, actives largely listed as inhibitors; O00167; 330,000 tested, 0.006% active; note: potency is the fitted concentration of half-maximal effect; % is set by controls: 0 for no effect and ±100 for the full control effect
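Eya2 (0.2 uM) preincubated 10 min at ambient with compound, then OMFP substrate added at 50 uM; 10 min reaction in 50 mM HEPES pH 7.5, 50 mM NaCl, 5 uM MgCl2, 0.05% BSA, 1 mM DTT. Fluorescence read at Ex 485/Em 525 nm.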
uPA surface inh: inhibitors of cell surface uPA generation. 330,000 tested, 0.31% active. cell surface uPA generation assay, qHTS. Potency, µM (series often up to 38.3 µM), for the others: at the highest dose activity change, negative = inhibition, usual class: inhibitors; active = well fitted inhibition curve with a large enough effect; inconclusive = small, poorly fitted or top-dose-only effect; inactive = no such curve, though single readings can be large or run the other way; tested in mouse RAW 264.7 cells; note: potency is the fitted concentration of half-maximal effect; % is set by controls: 0 for no effect and ±100 for the full control effect; nearly all actives have a fitted effect of over 55% in size
TCR act: T cell receptor activation; Potency, µM (doses to about 9.22 µM), without a hit: top-dose activation of IL-2 secretion, usual class: activators; primary human leukocytes, anti-CD3, IL-2 HTRF, 48 h; 330,000 tested, under 10 active; note: % of control where 0% means no effect
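1) Mix primary human leukocytes, a-CD3 beads and compound. 2) Incubate 48 hr. 3) Add HTRF IL-2 reagents (a-IL-2-K, a-IL-2-d2).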
Mito fusion act: inhibitors of mitochondrial division or activators of mitochondrial fusion; Potency, µM (titrated, usually from 46.1 µM), for inactives: at the top dose growth rescue (activation), actives largely listed as activators; 320,000 tested, 0.23% active; S. cerevisiae fusion-defective mutant growth rescue, CellTiterGlo 48 h;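 note: potency is the fitted concentration of half-maximal effect; % of control where 0% means no effect; nearly all actives have a fitted effect of over 45% in size; temperature-sensitive fusion mutants such as fzo1-1 at 37 °C on non-fermentable ethanol glycerol medium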
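Yeast fusion mutant, YPEG (non-fermentable carbon), compound, 48 h at 37C non-permissive; CellTiterGlo added, 10 min RT, luminescence read. Rescued growth = division inhibition.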
* marks the source's active call; other numbers are inactive results; ? = inconclusive; . = no result given; [ ] = remark or other dose. Unless noted, calls come from the whole dose curve; as a rule, active = well fitted curve in the direction sought with a large enough effect; inconclusive = small, poorly fitted or top-dose-only effect, or another doubt; inactive = no such curve, though single readings can be large; an effect the other way counts as inactive or inconclusive.

SMILES | PTAP TSG101 blk | USP2a block | TSHR antagonist | ELG1 repair inh | Tb PFK inh | BCR signal inh | B2AR arrestin | Eya2 phos inh | uPA surface inh | TCR act | Mito fusion act
N/C(=N\OC(=O)c1ccccc1Cl)c1ccccn1 | -7% | 2% | 5 | ? | ? | ? | -0.3% | -4% | . | -6% | -3%
O=C(CN(CC1CCCO1)C(=O)CCC(=O)Nc1nccs1)NCc1ccccc1 (configuration not stated) | 2% | 1% | -7 | 8% | 3% | 16% | -0.6% | 2% | 2% | -1%[46.1 µM] | -3%
C/C(=N\N=C\c1ccccc1)c1nnn(-c2nonc2N)c1C | 0% | -1% | 4 | ? | 3% | 13% | 0.3% | 8% | -1% | 2% | -1%
COc1cc(OC)c(OC)cc1CN1CCc2ccccc2C1 | -4% | -1% | 0 | 3% | 0% | -17% | 0.1% | 5% | 0% | . | -1%
Cc1ccc(CS(=O)(=O)CCC(=O)NCCCN2CCCC2=O)cc1 | -3% | 3% | 7 | 10% | 1% | 0% | 0.0% | 6% | 5% | -4% | -3%
O=C(Cc1cccs1)N/N=C/c1ccccc1 | 2% | 1% | -5 | ? | 2% | -16% | 0.0% | 8% | 0% | -3% | -1%
S=C(NCC1CCCO1)n1nnc2ccccc21 (configuration not stated) | -6% | 3% | 16 | ? | -5% | 0% | -0.2% | 3% | . | . | 4%
Cc1noc(C)c1C(=O)N1CCN(C(=O)c2sc3cc(Cl)ccc3c2Cl)CC1 | . | 3% | 1 | ? | 2% | ? | -0.3% | 4% | -22% | . | -4%

Continuation.
SMILES | PTAP TSG101 blk | USP2a block | TSHR antagonist | ELG1 repair inh | Tb PFK inh | BCR signal inh | B2AR arrestin | Eya2 phos inh | uPA surface inh | TCR act | Mito fusion act
CC(=O)c1cccc(NC(=O)C2CCN(S(C)(=O)=O)CC2)c1 | 1% | 3% | 6 | 12% | -1% | -2% | -0.1% | -10% | 4% | -7% | -3%
Cc1ccccc1/C(N)=N/OC(=O)/C=C/c1ccccc1 | -3% | 2% | -15 | ? | 3% | ? | 0.0% | 9% | 1% | 4% | 6%
O=C(c1c(Cl)cccc1Cl)N1CCN(c2cccc3[nH]ccc23)CC1 | 3% | -2% | -10 | 18µM* | -3% | 0% | -0.1% | 12% | 5% | -9% | 14%
Nc1nc(-c2cccnc2)nn1C(=O)c1ccc(Cl)cc1 | -7% | 9% | 7 | -2% | -1% | ? | 0.0% | 4% | 4% | 0% | -1%
CCOc1cc(/C=N/NC(=O)COc2ccccc2C)ccc1OC(=O)c1cccs1 | 1% | 0% | -8 | -12% | 2% | 3% | 0.0% | -3% | 8% | -2% | -12%
Brc1ccc(C2Nc3cccc4cccc(c34)N2)s1 | -1% | 5% | -1 | 0% | 0% | -6% | -0.5% | 0% | -1% | -1% | 3%
CCCCCCOC(=O)c1ccccc1NC(=O)/C=C/C(=O)O | -7% | 3% | -13 | -2% | 0% | ? | -0.8% | 11% | -4% | 3% | 5%
Cn1c(SCC(=O)Nc2ccc(Cl)cc2F)nnc1-c1ccco1 | -2% | 0% | 2 | 6% | 4% | 5% | -0.2% | 15% | 0% | 3% | 5%

Pulled by structure from above (5):
SMILES | PTAP TSG101 blk | USP2a block | TSHR antagonist | ELG1 repair inh | Tb PFK inh | BCR signal inh | B2AR arrestin | Eya2 phos inh | uPA surface inh | TCR act | Mito fusion act
Cn1c(SCC(=O)Nc2ccc(Cl)cc2F)nnc1-c1ccco1 | -2% | 0% | 2 | 6% | 4% | 5% | -0.2% | 15% | 0% | 3% | 5%
CCOc1cc(/C=N/NC(=O)COc2ccccc2C)ccc1OC(=O)c1cccs1 | 1% | 0% | -8 | -12% | 2% | 3% | 0.0% | -3% | 8% | -2% | -12%
Cc1noc(C)c1C(=O)N1CCN(C(=O)c2sc3cc(Cl)ccc3c2Cl)CC1 | . | 3% | 1 | ? | 2% | ? | -0.3% | 4% | -22% | . | -4%
COc1cc(OC)c(OC)cc1CN1CCc2ccccc2C1 | -4% | -1% | 0 | 3% | 0% | -17% | 0.1% | 5% | 0% | . | -1%
O=C(Cc1cccs1)N/N=C/c1ccccc1 | 2% | 1% | -5 | ? | 2% | -16% | 0.0% | 8% | 0% | -3% | -1%

Additional structures:
SMILES | PTAP TSG101 blk | USP2a block | TSHR antagonist | ELG1 repair inh | Tb PFK inh | BCR signal inh | B2AR arrestin | Eya2 phos inh | uPA surface inh | TCR act | Mito fusion act
COc1ccc(/C=C/C(=O)c2ccc3ccccc3c2O)cc1CN1CCOCC1 | -3% | -1% | 3 | -16% | 6% | 0% | -0.7% | -14% | -3% | -2%[46.1 µM] | 2%
Cc1nc(N)c(Cc2ccccc2F)c(N)n1 | -7% | 2% | -3 | 20% | 2% | -14% | -0.2% | -21% | 2% | -2% | 4%
COc1cccc(C(=O)Nc2c3c(nn2-c2ccc(Cl)cc2)CS(=O)(=O)C3)c1OC | -5% | -1% | -1 | 13% | -6% | -1% | 0.1% | -1% | -8% | -11% | 32%
O=C(c1cccc(C(F)(F)F)c1)C1CCCN(C(=O)CCc2cnccn2)C1 (configuration not stated) | -2% | 2% | -6 | 1% | -1% | 1% | -1.0% | -3% | -6% | 4% | 2%
CC(=O)c1ccc(N2CCN(C(=O)c3c(-c4ccccc4Cl)noc3C)CC2)cc1 | -1% | 0% | -27 | -16% | 1% | 3% | -0.5% | 11% | 5% | 0% | -2%
COc1ccc(C2c3c(oc4ccccc4c3=O)C(=O)N2c2ccccn2)cc1OC (configuration not stated) | 2% | 5% | -7 | 7% | -8% | -9% | -0.1% | -12% | 15% | 1% | -14%
COc1cc2[nH]c(C(=O)NN)c(N)c2cc1OC | . | -1% | -22 | ? | -1% | -8% | -0.8% | 8% | . | . | 2%
CC(C)=CC(=O)N1CCCc2ccccc21 | -4% | 1% | . | 6% | 12% | 7% | -0.3% | 15% | 15% | . | 1%

Additional structures
SMILES | PTAP TSG101 blk | USP2a block | TSHR antagonist | ELG1 repair inh | Tb PFK inh | BCR signal inh | B2AR arrestin | Eya2 phos inh | uPA surface inh | TCR act | Mito fusion act
COc1ccc(NC(=O)COc2cccc3c2CCN(Cc2cccnc2)C3=O)c(OC)c1 | 1% | -4% | -15 | ? | 1% | 2% | 0.0% | -3% | 13% | 2% | 8%
CCCn1nc(C(=O)N2CCN(c3ccccn3)CC2)c2ccccc2c1=O | 0% | 2% | 11 | ? | 2% | ? | -0.4% | 0% | 1% | 5%[46.1 µM] | .
Cc1cc(NC(=O)c2ccc(NC(=O)CC(C)C)cc2)no1 | 0% | -1% | -4 | 21% | 4% | ? | 0.3% | 1% | 0% | -1% | -1%
O=C(NC1CCCCC1)N1CCN(c2ccc(Cl)cc2)CC1 | -6% | -3% | 25 | ? | -19% | 1% | -0.9% | 5% | -6% | 12% | 0%
Cc1c(C)[n+](=O)c2c(n1[O-])CCCCC2 | 3% | 0% | 3 | 18% | -16% | 0% | -0.9% | -20% | -1% | -2% | 0%
Cc1ccc(C(CC(=O)c2ccco2)SCCO)cc1 (configuration not stated) | -5% | -1% | 18 | ? | 1% | -18% | -1.1% | 3% | -13% | 3% | 5%
CN(CC(=O)Nc1ccc(OC(F)(F)F)cc1)S(=O)(=O)c1cnc[nH]1 | -2% | 2% | 7 | ? | -15% | -5% | 0.0% | -11% | -5% | 7% | 0%
O=C1CCC(C(=O)NCc2ccc3c(c2)OCO3)N1 (configuration not stated) | 2% | 3% | 1 | 16% | -4% | 0% | -0.1% | 1% | 1% | 1% | -9%
O=C(CCCn1c(=S)[nH]c2cc3c(cc2c1=O)OCO3)N1CCN(c2ccccn2)CC1 | -2% | 0% | -12 | 15µM* | -3% | -10% | -0.3% | -28% | 4% | -3% | 3%
COc1ccc(-c2noc(CSc3nc4ccccc4c(=O)n3-c3ccccc3)n2)cc1 | . | 2% | 2 | -3% | -9% | ? | -0.3% | -28% | -1% | . | -1%

Outcome played no part in choosing rows (roughly 3% active in at least one column).
